Assay outcomes (PubChem BioAssay)
Efflux pump mplx: blocks antifungal efflux pumps in multiplex yeast assay. S. cerevisiae Candida pump triplex, Nile Red efflux. inhibition, % at 10 µM. 330,000 tested, 0.44% active. AID 485275;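 active means plate passing quality check with inhibition over a set limit, or well fluorescence over plate mean plus 4 SD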;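 further: Nile Red retained in pooled yeast measured as flow cytometry median fluorescence; 0% = buffer negative control and 100% = Enniatin B positive control; higher means more Nile Red kept so more efflux inhibition; some compounds called inactive have numbers as strong as hits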
CIT2-GFP yeast: alters CIT2-GFP fluorescence in TOR pathway yeast screen; S. cerevisiae CIT2-GFP strain, flow cytometry, 3 h; 100 means same as DMSO wells; GFP response vs DMSO, % at 10 µM; 320,000 tested, 0.065% active; AID 2029;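 active means GFP response relative to DMSO above a set limit, near the screen mean plus 3 SD, cut at about 150% in these data; inconclusive means Fewer than 70 cells measured for a yeast strain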;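 further: ratio of well median GFP fluorescence to mean of DMSO wells on the plate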
LAP4-GFP MLPCN: yeast TOR pathway LAP4-GFP modulation; S. cerevisiae LAP4-GFP multiplex, flow cytometry GFP, 3 h; median GFP as percent of DMSO wells; GFP response vs DMSO, % at 10 µM; 320,000 tested, 0.34% active; AID 2023;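 active means GFP response vs DMSO above a set limit, about the screen mean plus 3 SD, cut at about 150% in these data; inconclusive means under 70 cell events counted for the yeast strain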
MEP2 TOR yeast: alters MEP2-GFP fluorescence in TOR pathway yeast screen | S. cerevisiae MEP2-GFP strain, flow cytometry GFP, 3 h; 100% = DMSO control level | GFP response vs DMSO, % at 10 µM | 330,000 tested, 0.51% active | AID 2016;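 active means GFP response versus DMSO above a set limit, roughly screen mean plus 3 SD, cut at about 180% in these data; inconclusive means fewer than 70 cells counted for a yeast strain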;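 further: median GFP fluorescence of the barcode-gated MEP2-GFP cells per well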
Yeast superoxide: caloric restriction mimetics inhibiting age-related superoxide in yeast; 330,000 tested, 0.18% active; superoxide response (% of plate mean), % at 10 µM; S. cerevisiae aged cells, superoxide DHE fluorescence; stronger effect = lower value;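 active means superoxide response under a set limit, about three screen SD below normal, cut at about 65% in these data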;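 further: yeast aged for seven days with compound at 30 °C before DHE staining; 100% = average MFI of all compound-treated wells on the plate with controls excluded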
RPL19A TOR yeast: modulators of TOR pathway RPL19A-GFP in S. cerevisiae; AID 2025; S. cerevisiae RPL19A-GFP strain, flow cytometry, 3 h; stronger effect = lower value; percent response vs DMSO, % at 10 µM; 330,000 tested, 0.3% active;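 active means percent response vs DMSO below 50%; inconclusive means fewer than 70 events counted for the yeast strain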;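 further: median channel GFP fluorescence of the barcoded RPL19A-GFP strain; ratio of sample median GFP to plate DMSO average so 100% = DMSO; lower means less RPL19A-GFP as with rapamycin TOR inhibition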
AGP1-GFP MLPCN: yeast TOR pathway AGP1-GFP modulation; GFP response vs DMSO, % at 10 µM; S. cerevisiae AGP1-GFP multiplex flow cytometry, 3 h; GFP as percent of DMSO wells; 320,000 tested, 0.02% active;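 active means GFP response relative to DMSO above a set limit, near screen average plus 3 SD, cut at about 150% in these data; inconclusive means fewer than 70 cells counted for the yeast strain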;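 further: median GFP channel fluorescence of the gated AGP1 strain per well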
AHR act: activates the human aryl hydrocarbon receptor; AHR-responsive luciferase reporter cells, luminescence; activation, % at 5 µM; 320,000 tested, 2.5% active; in the data active means activation above about 47%;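 further: 0% = vehicle wells and 100% = reference agonist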
Target sequence (P35869 whole entry, looked up): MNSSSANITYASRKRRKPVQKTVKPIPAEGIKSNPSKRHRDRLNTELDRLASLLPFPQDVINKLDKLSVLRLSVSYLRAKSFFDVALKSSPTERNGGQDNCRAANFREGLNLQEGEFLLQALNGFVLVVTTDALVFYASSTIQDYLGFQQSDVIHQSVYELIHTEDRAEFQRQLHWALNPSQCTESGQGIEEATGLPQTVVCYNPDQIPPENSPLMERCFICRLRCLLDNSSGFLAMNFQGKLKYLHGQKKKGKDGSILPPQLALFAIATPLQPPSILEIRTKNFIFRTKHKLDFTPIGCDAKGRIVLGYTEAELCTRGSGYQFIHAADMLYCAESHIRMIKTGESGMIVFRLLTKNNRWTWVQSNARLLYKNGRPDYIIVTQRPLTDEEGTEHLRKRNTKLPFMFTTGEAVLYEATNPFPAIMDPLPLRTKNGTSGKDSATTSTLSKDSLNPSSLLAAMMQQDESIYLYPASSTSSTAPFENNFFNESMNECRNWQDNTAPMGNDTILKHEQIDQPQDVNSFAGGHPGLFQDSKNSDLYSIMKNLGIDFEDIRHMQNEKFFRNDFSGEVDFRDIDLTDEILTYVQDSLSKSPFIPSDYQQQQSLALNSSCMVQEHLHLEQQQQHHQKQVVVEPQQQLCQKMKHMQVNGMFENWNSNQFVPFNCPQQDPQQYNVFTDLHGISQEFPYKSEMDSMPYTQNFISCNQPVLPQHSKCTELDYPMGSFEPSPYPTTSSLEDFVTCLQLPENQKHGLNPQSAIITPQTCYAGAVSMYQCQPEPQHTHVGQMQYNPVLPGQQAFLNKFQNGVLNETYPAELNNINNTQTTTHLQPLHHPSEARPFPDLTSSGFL
* hit, by the source's call; ? = inconclusive; nt = no result given; [ ] = remark or other dose. Compounds as they come; overall some 3.9% were active at least once.

The opening two records, to show the layout:
SMILES	Efflux pump mplx	CIT2-GFP yeast	LAP4-GFP MLPCN	MEP2 TOR yeast	Yeast superoxide	RPL19A TOR yeast	AGP1-GFP MLPCN	AHR act
O=C(Cn1nnc(-c2ccccc2)n1)NNC(=O)c1ccco1	0.1	99	102	100	111	95	106	1
CCCCCCCC#Cc1ccccc1/C=N/S(=O)c1ccc(C)cc1 (stereo not drawn)	0.2	90	115	91	107	94	85	2

Results, from the start:
SMILES	Efflux pump mplx	CIT2-GFP yeast	LAP4-GFP MLPCN	MEP2 TOR yeast	Yeast superoxide	RPL19A TOR yeast	AGP1-GFP MLPCN	AHR act
O=C(Cn1nnc(-c2ccccc2)n1)NNC(=O)c1ccco1	0.1	99	102	100	111	95	106	1
CCCCCCCC#Cc1ccccc1/C=N/S(=O)c1ccc(C)cc1 (stereo not drawn)	0.2	90	115	91	107	94	85	2
COc1ccc(S(=O)(=O)Nc2c(C(=O)O)[nH]c3ccc(OC)cc23)cc1	-0.2	108	102	116	95	95	102	18
O=S(=O)(NCc1ccccn1)c1ccccc1	0.0	95	113	97	104	97	102	-3
Cc1cc(C)c2c(n1)sc1c(N3CCCCC3)ncnc12	0.0	85	104	97	100	94	99	-6
O=C(CCNC(=O)c1ccc([N+](=O)[O-])cc1)Nc1ccc(F)cc1F	-0.1	89	82	101	101	96	80	0
CCCCCCNC(=O)c1ncn[nH]1	0.1	94	105	105	103	102	101	2
COc1ccc(C(=O)CSc2nnc(CNC(=O)c3ccco3)n2C)cc1OC	0.0	105	106	111	93	105	100	-2
Cc1ccc(-c2csc3ncnc(N4CCN(Cc5ccccc5)CC4)c23)cc1	0.1	99	80	101	106	96	89	-1
CCOc1ccc(NC(=O)CN(C)C(=O)c2ccc(OCc3ccccc3)c(OC)c2)cc1OCC	0.1	89	101	105	100	97	91	8
O=C(COC(=O)CN1C(=O)NC2(CCCC2)C1=O)Nc1c(Cl)cccc1C(F)(F)F	-0.1	94	103	97	102	98	106	-3
CC(C)(C)NC(=O)NC(=O)COC(=O)CNS(=O)(=O)/C=C/c1ccccc1	-0.1	99	88	103	85	98	98	-1
O=[N+]([O-])c1cccc(/C=N/n2c(-c3cccnc3)n[nH]c2=S)c1	-0.1	103	93	101	132	98	99	14
CCOC(=O)c1ccc(OS(=O)(=O)c2ccccc2)c(OC)c1	0.1	114	81	78	116	104	93	2
COC(=O)c1csc(S(=O)(=O)N2CCCCC2)c1OC	0.0	95	109	97	87	96	113	-2
O=C(c1ccc2ccccc2n1)N1CCN(c2ccccc2Cl)CC1	0.1	95	106	106	90	97	95	11
COC(=O)c1c(NC(=O)COC(=O)CCS(=O)(=O)c2ccc(C)cc2)sc(C)c1C	0.0	94	95	98	93	98	101	3
COc1ccc(CNC(=O)C(C)NCc2ccccc2Cl)cc1 (stereo not drawn)	0.1	91	102	94	123	87	96	5
CCOc1ccc(/C=N\NC(=O)c2c(C)nc3cc(C)ccn23)cc1	-0.2	98	92	109	109	103	97	2
CCc1nccn1C(=O)c1cnn2c(C(F)F)cc(-c3ccc(C)cc3)nc12	-1.3	96[may fluoresce red]	80[may fluoresce red]	77[may fluoresce red]	101	?	86[may fluoresce red]	3
O=C1C=C(c2ccc(C(=O)O)c(Cl)c2)C[C@@H](c2ccc3c(c2)OCO3)C1	-0.6	78	84	98	88	102	81	-1
COc1ccccc1CN1CCN(S(=O)(=O)c2ccc(C)cc2)CC1	0.0	93	111	93	98	95	105	0
COc1ccc(CNc2ccc3c(c2)nc(C)n3C)cc1	-0.1	93	85	92	94	101	86	36
Cc1ccc2c(CC(=O)OCC(=O)N(CC(C)C)c3c(N)n(Cc4ccccc4)c(=O)[nH]c3=O)coc2c1	0.0	87	106	106	111	99	109	1
CC(OC(=O)c1cccc(S(=O)(=O)N2CCOCC2)c1)C(=O)NC1CCCCC1C (stereo not drawn)	0.1	96	98	95	122	99	96	0
(continued)
SMILES	Efflux pump mplx	CIT2-GFP yeast	LAP4-GFP MLPCN	MEP2 TOR yeast	Yeast superoxide	RPL19A TOR yeast	AGP1-GFP MLPCN	AHR act
COc1ccc(Br)c(C(=O)Nc2nc3ccccc3[nH]2)c1	-0.3	103	107	101	107	103	105	31
Cc1cc(S(=O)(=O)N2CCOCC2)ccc1OCC(=O)Nc1ccc(F)c(Cl)c1	-0.2	116	101	107	102	106	110	1
Cc1ccc(C)c(C(=O)CSc2nnnn2-c2cccnc2)c1	0.1	81	88	90	94	91	nt	22
Cc1cc(C(=O)CN2C(=O)c3ccccc3S2(=O)=O)c(C)n1CC1CCCO1 (stereo not drawn)	0.4	93	93	103	118	96	99	-11
CSc1ccc(-c2sc(Nc3cccc4ccccc34)n[n+]2-c2ccccc2)cc1	-0.1	71	107	89	89	97	84	41
O=C(NCc1ccccc1)c1cccnc1Sc1ccccc1	0.1	91	98	88	111	85	92	1
CCOCCCn1cnc2c(c1=O)c1nc3ccccc3nc1n2-c1ccc(C)cc1	0.0	99	97	96	112	96	94	-6
COc1ccc(NC(=O)C2CCN(S(=O)(=O)c3ccc(N4CCCC4=O)cc3)CC2)cc1OC	-0.3	108	93	97	72	100	102	1
COc1ccc(NC(=O)COC(=O)/C=C/c2ccccc2[N+](=O)[O-])cc1	0.1	101	107	101	107	103	104	7
CC(C)COc1ccc(Br)cc1CNC(C)(C)C	-0.2	95	106	93	97	92	99	0
COc1cc(/C=C2\SC(=O)N(CCNC(=O)c3c(C)noc3C)C2=O)cc(OC)c1OC	-0.3	114	90	99	90	98	98	1
N#CCSc1nnc2c(Cl)cc(Cl)cn12	0.1	95	88	92	97	98	94	0
O=C(O)CCCCC1SCC2NC(=O)NC21 (stereo not drawn)	0.1	96	103	102	95	97	102	-1
Cc1ccc(CNC(=O)c2ccc(N(C)S(=O)(=O)c3ccccc3)cc2)cc1	0.0	110	102	102	98	106	107	4
COc1ccc(CN2C[C@H](C)[C@@H](CC(=O)NCc3ccccc3)C2=O)cc1	-0.1	101	135	98	91	102	88	-1
CC(=O)CCSc1ncnc2sc(-c3ccccc3)cc12	-0.5	100	117	93	99	100	90	4
CCCCn1ccnc1C(=O)c1cccc(S(=O)(=O)N2CC(C)CC(C)C2)c1 (stereo not drawn)	-0.1	97	98	96	94	99	nt	1
COC(=O)c1ccc(N)nc1	0.1	103	122	99	123	95	110	0
CC1CCN(CC(O)COc2ccc(F)cc2)CC1 (stereo not drawn)	0.1	108	102	98	110	106	112	-2
COc1ccc(C(=O)Nc2ccc(N3CCN(C)CC3)cc2)cc1	0.2	101	82	99	108	99	93	6
CCN(CC)CCCNC(=O)c1ccc(OCC(=O)Nc2ccccc2C(F)(F)F)c(OC)c1	0.5	nt	91	96	111	97	98	-2
CCCN(CC(=O)Nc1ccccc1OC)C(=O)c1ccc2[nH]c3c(c2c1)CC(C)CC3 (stereo not drawn)	0.5	86	93	94	127	93	94	25
CCC1(C)Cc2ccccc2C(=O)N1 (stereo not drawn)	0.2	99	110	110	98	106	105	1
O=C(CSc1nnc(Cc2ccccc2)n1-c1ccccc1)N1CCOCC1	0.1	102	105	125	106	95	91	1
O=C1c2ccccc2C(=O)N1CCSc1ccccc1	0.1	98	94	96	102	97	92	11

Structural class: the compounds so far with a tert-butyl group (two)
SMILES	Efflux pump mplx	CIT2-GFP yeast	LAP4-GFP MLPCN	MEP2 TOR yeast	Yeast superoxide	RPL19A TOR yeast	AGP1-GFP MLPCN	AHR act
CC(C)(C)NC(=O)NC(=O)COC(=O)CNS(=O)(=O)/C=C/c1ccccc1	-0.1	99	88	103	85	98	98	-1
CC(C)COc1ccc(Br)cc1CNC(C)(C)C	-0.2	95	106	93	97	92	99	0

Looked up by structure from above, 3 records:
SMILES	Efflux pump mplx	CIT2-GFP yeast	LAP4-GFP MLPCN	MEP2 TOR yeast	Yeast superoxide	RPL19A TOR yeast	AGP1-GFP MLPCN	AHR act
COc1cc(/C=C2\SC(=O)N(CCNC(=O)c3c(C)noc3C)C2=O)cc(OC)c1OC	-0.3	114	90	99	90	98	98	1
O=C(NCc1ccccc1)c1cccnc1Sc1ccccc1	0.1	91	98	88	111	85	92	1
CC(C)COc1ccc(Br)cc1CNC(C)(C)C	-0.2	95	106	93	97	92	99	0

New compounds follow:
SMILES	Efflux pump mplx	CIT2-GFP yeast	LAP4-GFP MLPCN	MEP2 TOR yeast	Yeast superoxide	RPL19A TOR yeast	AGP1-GFP MLPCN	AHR act
O=C(CC1S/C(=N/N=C/c2c[nH]c3ccccc23)NC1=O)Nc1ccccc1 (stereo not drawn)	-0.1	93	93	90	101	99	95	29
O=C1COc2ccc(-c3csc(NCC4CCCO4)n3)cc2N1 (stereo not drawn)	-0.1	110	100	99	109	99	109	77*
O=C(CN1CCN(CCN2C(=O)c3cccc4cccc(c34)C2=O)CC1)c1ccc(F)cc1	-0.2	103	103	102	90	99	104	31
COc1ccc(CCNC(=O)CN2C(=O)c3cccc4cccc(c34)C2=O)cc1OC	-0.1	92	101	104	90	100	104	4
O=C(Nc1cc(Cl)ccc1Oc1ccccc1)c1ccc(F)cc1	0.2	106	93	100	90	104	102	4
COc1cc2nc(N(CCN(C)C)C(=O)c3ccc4ccccc4c3)sc2cc1OC	0.8	114	97	111	93	105	108	3
Cc1cc(C)nc(NS(=O)(=O)c2ccc(NC(=O)c3ccc(O)cc3O)cc2)n1	-0.1	99	94	100	102	101	99	nt
Cc1cc(=O)n(CC(=O)Nc2cc(Cl)ccc2C)c(C(C)C)n1	0.0	107	112	106	98	112	114	0
O=C(c1ccc2ccccc2c1)N1CCN(c2ccccc2)CC1	-0.1	89	104	102	101	93	91	3
O=C1c2cccc(OCC(=O)N3CCCc4ccccc43)c2CCN1Cc1ccc(Br)cc1	0.2	92	88	100	89	100	98	2
Cc1ccc(-n2c(C)nn(CC3CC3)c2=O)cc1	0.0	99	106	108	104	100	105	0
Cn1c(N)c(C(=O)COC(=O)c2cc(-c3ccco3)nc3ccccc23)c(=O)n(Cc2ccccc2)c1=O	-0.1	99	109	91	107	106	102	-2
CC(C)=CCCC(C)CCO (stereo not drawn)	-0.1	101	100	96	87	101	104	0
Cc1c(Br)c([N+](=O)[O-])nn1C(C)C(=O)NCc1ccco1 (stereo not drawn)	0.0	121	113	120	104	111	118	2
COc1ccc(CCC(C)NCC2CCCCC2)cc1 (stereo not drawn)	-0.3	95	86	101	108	93	90	3
O=c1oc(Nc2cccc(F)c2)nc2ccccc12	0.1	83	113	98	111	94	92	3

Given as labelled records: entries from further up.
Compound: CC(C)=CCCC(C)CCO (stereo not drawn)
  Efflux pump mplx = -0.1	CIT2-GFP yeast = 101	LAP4-GFP MLPCN = 100	MEP2 TOR yeast = 96	Yeast superoxide = 87	RPL19A TOR yeast = 101	AGP1-GFP MLPCN = 104	AHR act = 0
Compound: Cc1c(Br)c([N+](=O)[O-])nn1C(C)C(=O)NCc1ccco1 (stereo not drawn)
  Efflux pump mplx = 0.0	CIT2-GFP yeast = 121	LAP4-GFP MLPCN = 113	MEP2 TOR yeast = 120	Yeast superoxide = 104	RPL19A TOR yeast = 111	AGP1-GFP MLPCN = 118	AHR act = 2
Compound: COc1ccc(CCC(C)NCC2CCCCC2)cc1 (stereo not drawn)
  Efflux pump mplx = -0.3	CIT2-GFP yeast = 95	LAP4-GFP MLPCN = 86	MEP2 TOR yeast = 101	Yeast superoxide = 108	RPL19A TOR yeast = 93	AGP1-GFP MLPCN = 90	AHR act = 3
Compound: O=c1oc(Nc2cccc(F)c2)nc2ccccc12
  Efflux pump mplx = 0.1	CIT2-GFP yeast = 83	LAP4-GFP MLPCN = 113	MEP2 TOR yeast = 98	Yeast superoxide = 111	RPL19A TOR yeast = 94	AGP1-GFP MLPCN = 92	AHR act = 3
